CHO-K1 Ca PAM = nonselective activator or artifact in parental CHO-K1 calcium assay | ATP EC20, Fluo-8 calcium fluorescence; 0% at ATP EC20, 100% at ATP max | activation, % at 3 µM | actives 0.02% (n = 360,000) | AID 602247;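 active = activation above the run cutoff, the mean activation of all test compounds plus 3 SD, cut at about 40% in these data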;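 also: peak over basal fluorescence ratio in a 140 s read after ATP addition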
CHO-K1 Ca ag = nonselective activator or artifact in parental CHO-K1 cells. Fluo-8 calcium fluorescence; scaled to maximal ATP response, vehicle zero. activation, % at 3 µM. actives 0.48% (n = 360,000). AID 602248; in the data active = activation above about 15%;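 also: untransfected CHO-K1 host cells lacking M1 receptor as counterscreen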
V1R ag counter = counter-screen for oxytocin receptor agonists: human V1a receptor agonists; P37288; CHO-V1R cells, Fluo-8 calcium fluorescence, agonist mode; 0% DMSO, 100% 3 nM vasopressin; activation, % at 3 µM; actives 0.25% (n = 320,000); AID 2797;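 active = activation above the mean activation of all tested compounds plus 3 SD, per screening run, cut at about 20% in these data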;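 also: signal is peak over basal fluorescence ratio across a 100 second FLIPR read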
M1 ag = activates human CHRM1 receptor; CHO-K1 hM1, Fluo-8 calcium fluorescence, agonist mode; 0% DMSO, 100% acetylcholine EC100; activation, % at 3 µM; actives 0.33% (n = 360,000); AID 588814;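 active = activation above the run's mean compound activation plus 3 SD, cut at about 16% in these data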;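 also: peak over basal fluorescence ratio within a 140 s kinetic read after compound addition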
Target sequence (P11229 whole entry, looked up): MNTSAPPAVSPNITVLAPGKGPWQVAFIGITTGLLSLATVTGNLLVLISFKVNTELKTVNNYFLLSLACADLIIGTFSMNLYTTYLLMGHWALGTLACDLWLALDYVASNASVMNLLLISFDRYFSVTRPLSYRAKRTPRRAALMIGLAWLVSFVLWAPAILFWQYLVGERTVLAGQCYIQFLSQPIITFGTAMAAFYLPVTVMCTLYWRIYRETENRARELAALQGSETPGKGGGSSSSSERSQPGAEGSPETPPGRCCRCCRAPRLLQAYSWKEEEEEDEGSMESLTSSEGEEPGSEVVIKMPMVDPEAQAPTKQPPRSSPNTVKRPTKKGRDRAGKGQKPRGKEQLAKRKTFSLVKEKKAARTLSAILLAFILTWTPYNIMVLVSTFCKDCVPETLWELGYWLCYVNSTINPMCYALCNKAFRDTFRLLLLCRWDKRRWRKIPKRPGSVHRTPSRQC
TAAR1 ag = human TAAR1 agonism. Q96RJ0. CHO RD-HGA16 TAAR1, Fluo-8 calcium fluorescence; vehicle wells 0%, saturating PEA agonist 100%. activation, % at 3 µM. actives 0.99% (n = 360,000). AID 624467;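 active = activation above the mean activation of all test compounds in the run plus 3 SD, cut at about 38% in these data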
Target sequence (Q96RJ0 whole entry, looked up): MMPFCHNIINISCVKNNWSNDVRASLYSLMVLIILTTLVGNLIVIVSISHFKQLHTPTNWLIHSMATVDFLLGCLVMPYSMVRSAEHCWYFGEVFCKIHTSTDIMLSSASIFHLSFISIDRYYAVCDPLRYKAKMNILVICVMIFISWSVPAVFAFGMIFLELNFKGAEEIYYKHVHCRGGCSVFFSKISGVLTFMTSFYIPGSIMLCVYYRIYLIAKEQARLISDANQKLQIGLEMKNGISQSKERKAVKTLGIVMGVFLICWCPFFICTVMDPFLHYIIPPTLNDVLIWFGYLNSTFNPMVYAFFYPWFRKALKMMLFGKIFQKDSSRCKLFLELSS
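Repeats: no replicates (n 1) | Material: CHO-derived RD-HGA16 cells with stable Gα16 and human TAAR1 | Technique: Kinetic Fluo-8 calcium fluorescence | Schedule: 17-24 h seeding, 75 min 37 °C dye, 30 min RT | Evaluation: % activation from peak over basal fluorescence ratio, DMSO-to-PEA scaled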
CHO-K1 Ca antag = counter-screen for M1 antagonists: effect in parental CHO-K1 cells | ATP-induced calcium, Fluo-8 fluorescence | inhibition, % at 3 µM | actives 0.6% (n = 360,000);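 active = inhibition above a per-plate cutoff, the plate's mean sample inhibition plus 3 SD, cut at about 24% in these data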;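 also: 0% = DMSO plus EC80 ATP and 100% = DMSO alone without ATP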
TAAR1 antagonist = antagonists of human TAAR1. actives 1.5% (n = 360,000). CHO RD-HGA16 TAAR1, Fluo-8 calcium fluorescence, antagonist. inhibition, % at 3 µM. Q96RJ0;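 active = inhibition above a per-plate cutoff, the mean inhibition of test compounds on that plate plus 3 SD, cut at about 49% in these data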;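 also: 0% = DMSO plus EC80 beta-PEA response and 100% = DMSO alone without agonist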
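Test system: hTAAR1-expressing CHO RD-HGA16 cells, Gα16-coupled; Probe or stimulus: EC80 β-phenethylamine stimulus; Compound dosing: single nominal final test compound concentration of 3 µM; Timing: 140 s kinetic read after compound, 140 s after agonist; Signal: Fluo-8 calcium-sensitive fluorescence; Measure: % inhibition of agonist calcium response; Controls: DMSO and EC80 PEA controls.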
CHO parental Ca = counter-screen for OX1R antagonists: effect in parental CHO cells | parental CHO-K1, ATP-induced calcium, Fluo-8 fluorescence | inhibition, % at 5.6 µM | actives 0.63% (n = 330,000) | AID 463079;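 active = inhibition above that plate's mean sample inhibition plus 3 SD, cut at about 26% in these data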;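 also: 0% = ATP-challenged DMSO wells and 100% = DMSO wells without ATP; some compounds past the cut are filed as inactive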
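Test system: parental CHO cells; detection: calcium-sensitive Fluo-8 fluorescence; evaluation: percent inhibition of calcium signal; also added: ATP as calcium-mobilizing challenge; repeats: one well per compound; control set: ATP-challenged DMSO wells low, unchallenged DMSO wells high; compound: single nominal dose of 5.6 µM per compound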
OXTR potentiate = potentiators of human oxytocin receptor; CHO-OTR cells, Fluo-8 calcium fluorescence, potentiator mode; 0% = oxytocin EC15, 100% = EC100; activation, % at 3 µM; actives 0.061% (n = 320,000); AID 2445;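 active = activation above that plate's cutoff, the mean activation of tested compounds plus 3 SD, cut at about 6.6% in these data, passing the limit was not always enough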;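 also: 100% uses oxytocin at 75 nM as the full agonist control; some results filed as inactive read as strong as hits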
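Assay system: CHO cell line stably expressing human OTR. Reagent: EC15 oxytocin agonist. Dosing: single dose, 3.0 µM nominal final compound concentration. Timing: compound 6 min at room temperature before oxytocin, 100 s read. Signal: kinetic Fluo-8 calcium fluorescence. Controls: oxytocin EC15 low and EC100 high.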
Numbers without * were called inactive; . = not tested or not shown.

SMILES | CHO-K1 Ca PAM | CHO-K1 Ca ag | V1R ag counter | M1 ag | TAAR1 ag | CHO-K1 Ca antag | TAAR1 antagonist | CHO parental Ca | OXTR potentiate
O=C(OCC(=O)N1CCOCC1)c1ccc2[nH]c3c(c2c1)CCCC3 | 10 | 0.9 | 3.1 | -3 | 0 | -2 | -2 | -7 | -3
CCOC(=O)c1ccc(Nc2ncnc3ccc(C)cc23)cc1 | 4 | 1.5 | 0.8 | -5 | 22 | -5 | 18 | -10 | -10
O=C(C=Cc1ccccn1)c1ccccc1 | 26 | 1.1 | . | -3 | 6 | -14 | -14 | . | .
O=C(COC(=O)c1ccccn1)Nc1nc(-c2cccc([N+](=O)[O-])c2)cs1 | -12 | 4.6 | 2.9 | -1 | 9 | -1 | -9 | -1 | -7
CNc1ncnc2c1ncn2[C@H]1CN(CCN2CCOCC2)C[C@@H](CO)O1 | 22 | 0.6 | . | -1 | 2 | -14 | -21 | . | .
CCC(Oc1ccccc1)C(=O)Nc1ccc(S(=O)(=O)Nc2cc(C)on2)cc1 (centres undefined) | 16 | -0.4 | 0.4 | -1 | 14 | -12 | -8 | -5 | -5
CCc1noc(C)c1C(=O)Nc1nc2ccc(F)cc2s1 | -13 | 0.9 | -0.9 | -5 | 4 | -5 | 0 | -16 | -7
CCCCSc1ncnc2[nH]ncc12 | -6 | -0.2 | -0.8 | -3 | -2 | -3 | -10 | 2 | -2
COc1ccc(C(=O)Cc2cc3cccc(OC)c3oc2=O)cc1 | 1 | 1.3 | 2.3 | -2 | 2 | -14 | -29 | -10 | -13
CCCCCc1cc(=O)oc2c(C(CCN3CCN(c4ccccc4)CC3)c3ccc(N(C)C)cc3)c(OC)cc(OC)c12 (centres undefined) | 0 | 0.1 | 0.4 | -5 | 0 | -4 | 8 | -7 | -10
Cc1c(NC(=S)NC(=O)CSc2ccc(Cl)cc2)cccc1C(=O)O | 14 | 0.2 | 0.1 | -5 | 9 | 4 | -25 | 3 | 2
CCCCn1c(N)c(N(CCOC)C(=O)c2cc(Cl)nc3ccccc23)c(=O)[nH]c1=O | -5 | -0.1 | 0.1 | -3 | 0 | 2 | -3 | -16 | 6
CCOCCCNc1nc(=S)[nH]c2cc(OC)c(OC)cc12 | 1 | -0.3 | 0.1 | -6 | 2 | -9 | 5 | -17 | 0
COc1ccc(NC(=O)NC2(C(=O)N3CCCC3)CCCCC2)cc1 | 4 | 1.2 | -0.2 | -4 | -3 | -10 | 12 | -3 | -4
CCCN(CCC)CCNC(=O)c1cc2c(=O)n(CC)c3ccccc3c2s1 | 23 | 0.6 | 0.9 | -5 | 2 | -19 | -19 | -15 | 1
COc1cc(-c2nc(-c3cccc(C)c3)no2)cc(OC)c1OC | 0 | -0.4 | -1.0 | 0 | -2 | -8 | 21 | -18 | -4
Cc1ccc([N+](=O)[O-])c(OCCN2CCNCC2)c1 | 10 | 0.3 | -0.1 | -12 | 5 | -15 | -9 | 0 | 1
O=C(CSc1cc(Cl)ccc1Cl)NCCCn1ccnc1 | 14 | 1.6 | -0.2 | -10 | 0 | -8 | -12 | -13 | -7
COc1ccc(NC2CCCN(C(=O)CSc3ccncc3)C2)cc1 (centres undefined) | -23 | -0.3 | 9.2 | -6 | 1 | 17 | -4 | -12 | 2
O=C(N/N=C/c1cccc([N+](=O)[O-])c1)c1cccs1 | 16 | 0.4 | 0.1 | -3 | 0 | -6 | 13 | -17 | -2
O=C(Nc1ccc(Cl)cc1)c1csc([C@@H]2O[C@H](CO)[C@H](O)[C@H](O)[C@H]2O)n1 | 18 | 0.7 | . | -1 | 2 | -8 | -15 | . | .
Cn1c(N)c(C(=O)COC(=O)Cn2cc(C(F)(F)F)ccc2=O)c(=O)n(C)c1=O | 8 | 0.7 | 0.7 | -3 | 4 | -19 | 8 | -7 | -15
CCc1ccc(N2CC(C(=O)Nc3ccc(S(=O)(=O)Nc4ncccn4)cc3)CC2=O)cc1 (centres undefined) | -12 | 0.1 | 1.9 | -1 | 0 | -13 | -16 | -11 | 4
Cc1ccc(N(CCC(=O)N2CCOCC2)S(=O)(=O)c2ccccc2)cc1 | 9 | 0.2 | -0.4 | -5 | 0 | -13 | -6 | -12 | -10
O=C1c2ccccc2C(=O)N1c1ncccn1 | 9 | 0.6 | 2.7 | -3 | 10 | -5 | -36 | -5 | -1
CNC(=O)c1ccc(NC(=O)CN2c3cccc4cccc(c34)S2(=O)=O)cc1 | 19 | -0.1 | 5.9 | 2 | 1 | -5 | -3 | 5 | 0
COc1ccc(/C=C(\C#N)C(=O)NCCCn2ccnc2)cc1 | -9 | -0.2 | 0.5 | -13 | 0 | 12 | -1 | -3 | -5
CCc1ccc(/C=C2\SC(N3CCOCC3)=NC2=O)cc1 | 21 | 0.0 | 0.2 | -13 | -1 | -1 | 0 | -6 | 3
CCCCN(C)CCCNC(=O)c1cn(C)c2ccc(S(=O)(=O)N(C)C3CCCCC3)cc2c1=O | -20 | -0.4 | -0.5 | -6 | 2 | 8 | -41 | -14 | -1
O=c1c2c(nc3c(-c4cccc(Br)c4)c[nH]n13)CCCC2 | -4 | -0.5 | -0.5 | 1 | -2 | 12 | 18 | 0 | -6

Arranged by count of non-hydrogen atoms (ascending): some entries from above.
SMILES | CHO-K1 Ca PAM | CHO-K1 Ca ag | V1R ag counter | M1 ag | TAAR1 ag | CHO-K1 Ca antag | TAAR1 antagonist | CHO parental Ca | OXTR potentiate
CCCCSc1ncnc2[nH]ncc12 | -6 | -0.2 | -0.8 | -3 | -2 | -3 | -10 | 2 | -2
O=C1c2ccccc2C(=O)N1c1ncccn1 | 9 | 0.6 | 2.7 | -3 | 10 | -5 | -36 | -5 | -1
O=C(CSc1cc(Cl)ccc1Cl)NCCCn1ccnc1 | 14 | 1.6 | -0.2 | -10 | 0 | -8 | -12 | -13 | -7
CCOCCCNc1nc(=S)[nH]c2cc(OC)c(OC)cc12 | 1 | -0.3 | 0.1 | -6 | 2 | -9 | 5 | -17 | 0
COc1ccc(/C=C(\C#N)C(=O)NCCCn2ccnc2)cc1 | -9 | -0.2 | 0.5 | -13 | 0 | 12 | -1 | -3 | -5
COc1ccc(C(=O)Cc2cc3cccc(OC)c3oc2=O)cc1 | 1 | 1.3 | 2.3 | -2 | 2 | -14 | -29 | -10 | -13
COc1ccc(NC2CCCN(C(=O)CSc3ccncc3)C2)cc1 (centres undefined) | -23 | -0.3 | 9.2 | -6 | 1 | 17 | -4 | -12 | 2
Cc1ccc(N(CCC(=O)N2CCOCC2)S(=O)(=O)c2ccccc2)cc1 | 9 | 0.2 | -0.4 | -5 | 0 | -13 | -6 | -12 | -10
CCC(Oc1ccccc1)C(=O)Nc1ccc(S(=O)(=O)Nc2cc(C)on2)cc1 (centres undefined) | 16 | -0.4 | 0.4 | -1 | 14 | -12 | -8 | -5 | -5

(list continues)
SMILES | CHO-K1 Ca PAM | CHO-K1 Ca ag | V1R ag counter | M1 ag | TAAR1 ag | CHO-K1 Ca antag | TAAR1 antagonist | CHO parental Ca | OXTR potentiate
CCC(C)n1c(SCC(=O)N(CC)c2c(N)n(Cc3ccccc3)c(=O)[nH]c2=O)nc2ccccc2c1=O (centres undefined) | -4 | 0.1 | . | -2 | 6 | -8 | -11 | . | .
Cc1ccccc1N(C(=O)c1snc(C(N)=O)c1N)C(C(=O)NCc1ccccc1)c1ccc(O)cc1 (centres undefined) | -9 | 7.8 | 1.8 | 2 | 27 | 8 | 64* | -14 | -19
O=C(CCSc1ccccc1)NNC(=O)c1ccccc1F | 1 | 0.3 | -0.2 | -1 | 1 | 2 | -6 | 5 | 1
CCOC(=O)N1CCc2c(sc(NC(=O)CCS(=O)(=O)c3ccccc3)c2C(N)=O)C1 | 10 | 2.4 | 0.9 | 2 | 0 | 3 | -7 | -25 | -10
C=CCOc1c2ccc(C(=O)NC3CCCc4ccccc43)cc2nn1C (centres undefined) | 17 | 0.5 | -0.6 | -4 | 8 | -10 | 10 | -11 | -7
CCc1cccc(C)c1NC(=S)N(CCCN1CCOCC1)Cc1cccnc1 | 16 | 0.8 | 0.4 | -6 | 4 | -18 | 4 | -11 | 3
Cc1noc(C)c1COc1ccc(C(=O)NCCc2ccc(F)cc2)cc1 | 11 | 4.7 | 4.3 | -2 | 12 | -17 | 6 | -4 | -8
O=C(CCNC(=O)Cn1ccc2ccccc2c1=O)NCCC1=CCCCC1 | 14 | 0.4 | -0.9 | -3 | 2 | -10 | -25 | -3 | 1
COc1ccc(CC(=O)N2CCN(S(=O)(=O)c3cccs3)CC2)cc1OC | 22 | 1.6 | -0.2 | -5 | 1 | -6 | -25 | -16 | 0
Cc1ccc(OCc2ccccc2Br)c([N+](=O)[O-])n1 | 6 | -0.1 | -0.1 | -8 | -3 | -9 | -32 | -3 | 4
COc1ccc(OC)c(N(CC(=O)NCCSCc2ccco2)S(=O)(=O)c2ccc(OC)c(OC)c2)c1 | 5 | 6.6 | 2.0 | -2 | 13 | 9 | 79* | -4 | -10
Cc1ccc(-n2c(C)n[nH]c2=S)cc1C | 16 | -0.1 | 0.6 | -5 | 0 | -3 | -2 | -6 | 6
Cc1ccc([C@H]2C[C@@H](O)[C@H](n3cc(C4CC4)nn3)CN2CC2CCCCC2)cc1 | 0 | 0.3 | . | -4 | -1 | 14 | -10 | . | .
Cc1cc(C(=O)N/N=C2\CC(=O)c3ccccc32)c(C)n1-c1ccc(F)cc1 | -2 | -0.4 | -0.5 | 3 | -2 | -1 | 5 | -22 | -2
CC(C)CC1(C2CCCC2)NC(=O)NC1=O (centres undefined) | 6 | 0.1 | . | -2 | 1 | -13 | -5 | . | .
Cc1cccc(-c2c3c(=O)n(C)c(=O)n(C)c3cn2C(C)C)c1 | 6 | -0.5 | -2.0 | -6 | 1 | -10 | 13 | -22 | -12
CC(=O)c1ccc(OC(=O)COc2ccccc2Cl)cc1 | 13 | 0.2 | 1.1 | 1 | 0 | -4 | -9 | -3 | -19
N/C(=N\c1nc(CSc2nc3ccccc3s2)cc(=O)[nH]1)Nc1ccc(F)cc1 | 17 | 1.3 | 2.7 | 0 | 18 | -12 | 0 | 0 | -3

Bioassay records from PubChem BioAssay.
